Compound activity as filed in PubChem.
Insulin prom inh = TRM-6 insulin promoter activity inhibition | TRM-6 cells (human fetal islet line), insulin promoter-eGFP reporter, imaging; reporter expression induced with tamoxifen | inhibition, % at 2 µM | 0.9% of 130,000 active;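 active = inhibition above the mean plus 3 SD, with well images judged a real hit on visual review, cut at about 60% in these data, passing the limit was not always enough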
sdo1 growth = compounds rescuing growth of sdo1-depleted yeast, bone marrow failure model; S. cerevisiae sdo1-depleted JHY4D growth rescue, OD600 30 h; stronger effect = higher value; pdr5 snq2 efflux-pump mutant strain; z-score at 10 µM; 0.21% of 140,000 active;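 active = z-score above 3 at both the 24 hr and the 30 hr optical density reads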;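 also: z-score against mean and SD of all compound wells on the same plate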
sdo1 growth Rescue 24 h = recorded beside sdo1 growth, whose call it bears; z-score; S. cerevisiae sdo1-depleted JHY4D growth rescue, OD600; measured here: growth rescue at 24 h;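 0 is the plate mean of compound wells and units are plate SD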
* marks the source's active call; other numbers are inactive results; x = not tested or not shown; [ ] = another dose, or the depositor's remark. Only part of the results is shown; count on the stated rates, not on these rows.

SMILES	Insulin prom inh	sdo1 growth	sdo1 growth Rescue 24 h
CC(C)N(C(=O)CSc1nc2ccccc2n1Cc1ccc(F)cc1)C(C)C	17	-1.1	-0.86
CCN(CC)S(=O)(=O)c1ccc(Cl)c(C(=O)NC)c1	43	0.61	0.07
CCOc1cc(C(=O)NCc2ccccc2)ccc1OCC(=O)N1CCOCC1	-55	x	x
CCCCN(CCCNC(=O)Cn1ncc2ccsc2c1=O)Cc1ccccc1	-14	x	x
CCCNC(=O)c1cc2c(C(F)(F)F)nn(C)c2s1	12	0.55	0.38
O=C(NNC(=O)c1ccc(-c2ccccc2)cc1)c1ccccc1	-28	1.3	1.4
CCOC(=S)SCc1cn2ccc(C)cc2n1	-8	0.99	1.4
COCCn1nnnc1CN1CCC(Cc2ccccc2)CC1	12	0.36	0.61
O=C(/C=C/Nc1ccccc1)c1cnc(-c2ccccc2)s1	-46	-0.19	-0.05
Cc1cc(-c2ccccc2)nc(=O)[nH]1	x	-0.12	-1.2
CCOC(=O)C(C(C)=O)c1nc(C)nc2c1nnn2Cc1ccccc1Cl (stereo unspecified)	51	-1.6	-0.81
Cc1cc(C)c(C(N)=O)c(Nc2cccc(Cl)c2C)n1	31	0.26	0.13
O=C(Cc1ccc(-n2c(=O)c3sccc3n(Cc3ccc(F)cc3)c2=O)cc1)NCc1ccco1	x	1.6	1.9
O=C(c1ccc(-c2nnc(-c3ccccc3)o2)cc1)N1CCCCCC1	-7	-0.47	-0.46
O=C(NCC1CCCO1)C(c1ccc(F)cc1)N(CCCN1CCOCC1)C(=O)c1ccc(-c2ccccc2)[nH]1 (stereo unspecified)	-88	x	x
CC(C)=CCc1c(C)nc2ccccc2c1C(=O)O	-57	-0.15	0.12
C[C@@H](C(=O)Nc1ccc2ccccc2c1)[C@@H]1C[C@@]1(C)[C@@H](NC(=O)c1cccnc1)c1ccccc1	-9	0.04	0.51
O=C(C/C=N\OCc1c(Cl)cccc1Cl)Oc1ccc(Cl)cc1Cl	-34	-0.16	-0.51
CCOC(=O)CSc1nc2cc(C(=O)NCc3ccco3)ccc2c(=O)n1-c1ccc(F)cc1	x	-0.13	1.9
COc1cc2cc(CN(C(=O)NC3CCCCC3)C3CCCC3)c(=O)[nH]c2cc1OC	x	1	1.2
COc1ccc(OC)c(N(CC(=O)N2CCN(c3cc(Cl)ccc3C)CC2)S(C)(=O)=O)c1	-26	-1.6	-1.6
Cc1cc(C)n(-c2ccc(C(=O)Nc3nnc(C)s3)cc2)n1	7	0.29	-0.27
Fc1ccccc1N1CCN(CC2CC3C=CC2C3)CC1 (stereo unspecified)	-34	-0.26	-0.67
CN1C(=O)c2ccccc2C(C(=O)O)C1c1cccc(F)c1 (stereo unspecified)	x	0.43	0.02
CCn1ncc(C2=NOC(C(=O)Nc3cccc(O)c3)C2)c1C (stereo unspecified)	0	x	x
CCCC(CCC)C(=O)Nc1cccc(C(=O)O)c1	13	0	-1.1
CCCC(=O)Nc1ccc(Nc2ccccc2)cc1	50	1.1	1.5
COc1cc(C2Nc3ccccc3C(=O)N2c2ccccc2OC)ccc1O (stereo unspecified)	x	0.93	0.67
CCCc1nnc(SCC(=O)N2C(C)CCCC2C)n1CC (stereo unspecified)	0	x	x
CC(C)(C)C(=O)NC1(C(F)(F)F)C(=O)Nc2c1c(=O)[nH]c(=O)n2Cc1ccco1 (stereo unspecified)	6	1.3	1.2
Cc1ccc(S(=O)(=O)N2CCC(C(=O)C3C(=O)CCCC3=O)CC2)cc1	-23	x	x
COc1ccc(CCNC(=O)CSc2ccccn2)cc1OC	0	x	x
CN(C)CCCN(CCCNC(=O)/C=N/O)Cc1ccccc1	x	0.45	-0.46
CC(C)c1ccc(C(=O)CC2(O)C(=O)N(CN3CCOCC3)c3ccccc32)cc1 (stereo unspecified)	-36	-0.52	0.23
Cc1csc2cc(-c3cccc([N+](=O)[O-])c3)c(-c3cccc([N+](=O)[O-])c3)c[n+]12	-18	0.25	-0.42
CC1(C)CC(=O)C=C(NCCN2CCN(C(=O)Nc3ccc(Cl)cc3)CC2)C1	14	1.6	1.6
CCOc1ccc(S(=O)(=O)N2Cc3ccccc3CC2C(=O)NCCCn2ccnc2)cc1 (stereo unspecified)	x	0.96	1.1
CCOC(=O)N1CCN(c2ccc([N+](=O)[O-])cc2)CC1	-13	0.3	0.6
COc1ccc(OC)c(C(=O)CSc2nc3cccnc3n2C)c1	10	-0.09	-0.53
Cc1ccc(C(=O)N/C(=C\c2ccccc2)C(=O)NCC2CCCO2)cc1 (stereo unspecified)	x	0.58	0.02
COc1ccc(N(C(=O)c2cnccn2)C(C(=O)NC2CCCCC2)c2ccc(O)cc2)cc1 (stereo unspecified)	32	x	x
Cc1sc2nc(SCc3ccccc3)n(Cc3ccco3)c(=O)c2c1C	-74	0.92	1.4
CCC(=O)NC(=S)Nc1ccc(NC(=O)c2ccc([N+](=O)[O-])cc2)cc1	10	-1.1	-0.84
Cc1ccc(NC(=O)CN2C(=O)C(C)Oc3ccccc32)nc1 (stereo unspecified)	x	0.42	0.51
NC(=O)c1ccsc1NC(=O)CN1C(=O)C2CC=CCC2C1=O (stereo unspecified)	x	-0.03	-0.25
C/C(N)=C(/C#N)C(=O)COC(=O)CCSc1ccccc1	-8	0.51	0.37
CCc1cccc(C)c1NC(=O)CN(C)Cc1ccccc1F	-13	-1.2	-1.5
O=C(COC(=O)c1cc(-c2ccc(F)cc2)nc2ccccc12)NCC1CCCO1 (stereo unspecified)	-25	x	x
N#Cc1cnc(SCC(=O)Nc2ccccc2C(F)(F)F)nc1N	-16	-0.92	0.06
CCC(C)NC(=O)CSc1nc2ccsc2c(=O)n1-c1ccc(OC)cc1 (stereo unspecified)	-32	-0.33	0.25
Next section.
SMILES	Insulin prom inh	sdo1 growth	sdo1 growth Rescue 24 h
CC(C)n1cc(/C=N\NC(=O)c2cc3c(ccc4ccccc43)o2)c2ccccc21	-12	-0.39	-0.81
CSc1nsc(SCC(=O)Nc2cccc(C(C)=O)c2)n1	x	-1.2	-1.1
Fc1ccc(-c2nnc(-n3nnc4ccccc43)c3ccccc23)cc1	-20	x	x
O=C1CC(c2ccccc2)CC(O)=C1C=NCCN1CCN(C(=S)Nc2cccc(Cl)c2)CC1 (stereo unspecified)	-16	0.81	0.39
Cc1onc(-c2ccccc2Cl)c1C(=O)Nc1nnc(-c2cccc([N+](=O)[O-])c2)s1	x	-0.53	-0.59
CCOC(=O)Cn1nnnc1C(CC)N(Cc1cccs1)Cc1cc2cc(C)ccc2[nH]c1=O (stereo unspecified)	x	0.16	1.4
O=C(CCn1c(=S)oc2ccccc21)Nc1ccccc1F	-71	x	x
Cc1cccc(C)c1NC(=O)CCCSc1nnc(-c2ccco2)n1-c1ccccc1	-21	0.17	0.43
COc1ccc(OC)c(N2CC(O)=C(c3nc4ccccc4s3)C2=N)c1	9	-0.72	-0.03
COc1ccc(-c2noc(-c3ccc(Cl)cc3)n2)cc1	44	x	x
Cc1ccc(C(=O)NC=C(Cl)Cl)cc1	6	-0.71	-0.8
CCOC(=O)c1c(NC(=O)CSc2nc3cccnc3n2C)sc(C(C)=O)c1C	x	-1.2	-1.4
CCOC(=O)C1CCN(c2nc(C)nc3c2oc2ccccc23)CC1	x	-1.1[9.4 µM]	-0.59
CCOC(=O)N1CCN(C(=O)C(CC)n2nc(C)c3sc4ccccc4c3c2=O)CC1 (stereo unspecified)	9	0.69	1.6
Cc1c(C(=O)Nc2ccc(Cl)cc2)c2ccccn2c1CCc1ccncc1	x	-1.4	-1.2
CN(C)C(=O)c1ccc(NC(=O)c2ccccc2Sc2ccccc2C#N)cc1	19	1.1	-0.08
COC(=O)c1cc(-c2c[nH]c3ccccc23)n[nH]1	-16	-0.7	-0.98
CN(c1ccc([N+](=O)[O-])cc1C(=O)Nc1ccccc1)C1CCCCC1	x	-0.63	0.33
CC(C)NCC(O)COCCOc1ccc(Br)cc1 (stereo unspecified)	8	0.14	-0.8
Cc1ccc2c(c1)nnn2C1CCN(CC(=O)N2c3ccccc3CC2C)CC1 (stereo unspecified)	18	-0.51	-0.59
CCCNS(=O)(=O)c1ccc(CCC(=O)NCc2cccnc2)cc1	61	-0.13	-0.31
CCC1(C)OCC(Cn2c3ccccc3c3ccccc32)O1 (stereo unspecified)	2	-1.1	-1.9
CCOC(=O)CCNC(=O)CNC(=O)OCc1ccccc1	36	1.6	0.53
CCn1cnc2c1c(=O)n(Cc1csc(-c3ccccc3)n1)c(=O)n2Cc1ccccc1	-86	-0.65	-0.31
Cc1ccsc1/C=C1/SC(N2CC(C)OC(C)C2)=NC1=O (stereo unspecified)	14	-0.74	-0.25
CCSc1nnc(Nc2ccc(C)cc2)s1	-3	-0.44	-1.2
COc1cc2nc(=S)n3[nH]c(CCn4nc(C)cc4C)nc3c2cc1OC	x	0.22	0.09
COc1cccc(C(=O)N2CCN(C(=O)c3cccc(F)c3)CC2)c1	-25	-0.49	-0.72
CCn1c(N2CCN(CC(=O)c3c[nH]c4ccccc34)CC2)nc2c1c(=O)[nH]c(=O)n2C	12	-0.4	-0.93
Cc1cc(Cl)c(S(=O)(=O)NC(C(=O)O)c2ccccc2)cc1OCC(N)=O (stereo unspecified)	62	-0.25	-0.28
COc1ccc(/C(=C/c2ccc(OC(F)F)c(OC)c2)C(=O)O)cc1OC	7	-0.12	-0.11
CN1CCN(/N=C/c2nc(-c3ccc(Cl)cc3)n3ccccc23)CC1	-6	-0.24	-0.94
COc1ccc(OC)c(C2/C(=C(/O)c3ccc(C)cc3)C(=O)C(=O)N2Cc2ccco2)c1 (stereo unspecified)	x	0.77	-0.34
Cc1nc2ccccc2nc1OCC(=O)NCC(F)(F)F	12	0.58	-0.35
Cc1cccc2sc(NC(=O)CSCc3ccccc3)nc12	x	-0.77	-0.53
CN(C(=O)CSc1ncnc2scc(-c3ccccc3)c12)C1CCS(=O)(=O)C1 (stereo unspecified)	-100	x	x
CCCCNC(=O)CCn1c(=O)c2ccccc2n(Cc2ccccc2C)c1=O	6	0.59	0.22
CCOCN(C(=O)Cn1c(C(C)O)nc2ccccc21)c1c(C)cccc1CC (stereo unspecified)	-179	-0.97	-1.4
Oc1ccc(Cl)cc1C=Nc1ccccc1Br	x	0.1	0.13
Cc1noc(C)c1CSc1ncnc2ccccc12	19	-1.3	-1.9

Part of the list above, with values under each structure:
The line under a structure holds: Insulin prom inh	sdo1 growth	sdo1 growth Rescue 24 h
CCCNS(=O)(=O)c1ccc(CCC(=O)NCc2cccnc2)cc1
  61	-0.13	-0.31
CCC1(C)OCC(Cn2c3ccccc3c3ccccc32)O1 (stereo unspecified)
  2	-1.1	-1.9
CCOC(=O)CCNC(=O)CNC(=O)OCc1ccccc1
  36	1.6	0.53
CCn1cnc2c1c(=O)n(Cc1csc(-c3ccccc3)n1)c(=O)n2Cc1ccccc1
  -86	-0.65	-0.31
Cc1ccsc1/C=C1/SC(N2CC(C)OC(C)C2)=NC1=O (stereo unspecified)
  14	-0.74	-0.25
CCSc1nnc(Nc2ccc(C)cc2)s1
  -3	-0.44	-1.2
COc1cc2nc(=S)n3[nH]c(CCn4nc(C)cc4C)nc3c2cc1OC
  x	0.22	0.09
COc1cccc(C(=O)N2CCN(C(=O)c3cccc(F)c3)CC2)c1
  -25	-0.49	-0.72
CCn1c(N2CCN(CC(=O)c3c[nH]c4ccccc34)CC2)nc2c1c(=O)[nH]c(=O)n2C
  12	-0.4	-0.93
Cc1cc(Cl)c(S(=O)(=O)NC(C(=O)O)c2ccccc2)cc1OCC(N)=O (stereo unspecified)
  62	-0.25	-0.28
COc1ccc(/C(=C/c2ccc(OC(F)F)c(OC)c2)C(=O)O)cc1OC
  7	-0.12	-0.11
CN1CCN(/N=C/c2nc(-c3ccc(Cl)cc3)n3ccccc23)CC1
  -6	-0.24	-0.94
COc1ccc(OC)c(C2/C(=C(/O)c3ccc(C)cc3)C(=O)C(=O)N2Cc2ccco2)c1 (stereo unspecified)
  x	0.77	-0.34
Cc1nc2ccccc2nc1OCC(=O)NCC(F)(F)F
  12	0.58	-0.35
Cc1cccc2sc(NC(=O)CSCc3ccccc3)nc12
  x	-0.77	-0.53
CN(C(=O)CSc1ncnc2scc(-c3ccccc3)c12)C1CCS(=O)(=O)C1 (stereo unspecified)
  -100	x	x
CCCCNC(=O)CCn1c(=O)c2ccccc2n(Cc2ccccc2C)c1=O
  6	0.59	0.22

Continuation:
SMILES	Insulin prom inh	sdo1 growth	sdo1 growth Rescue 24 h
COc1ccc2c(c1)OC13CCN(C)CC1C2C(C(=O)c1ccc(F)cc1)C(=O)N3 (stereo unspecified)	-5	0.62	0.03
Cc1cc(N2CCCC2)n2nc(C)nc2n1	37	2.2	2.6
COc1ccc(-c2nn(-c3ccccc3)cc2/C=C(\C#N)C(N)=O)cc1[N+](=O)[O-]	-6	x	x
COCCCNC(=O)CCC(=O)Nc1ccc2nc(N3CCOCC3)cc(C)c2c1	15	0.67	0.71
O=C(Cc1cccs1)NNC(=S)NC(=O)c1ccc(F)c(F)c1	x	-0.19	-0.4
O=C(NCc1ccccn1)c1ccc(CNS(=O)(=O)c2ccc(F)cc2)cc1	38	0.81	0.22
COc1ccc(C(=O)Cn2nnc(-c3cccs3)n2)cc1	16	0.42	0.87
O=C(O)CC(NC(=O)OCc1ccccc1)c1ccc(Br)cc1 (stereo unspecified)	-4	1.1	0.83
NC12CC3CC(CC(C3)C1)C2	0	0.08	0.15
Cc1ccc(CNC(=O)COc2ccc3c(c2)CCC3)cc1	-20	-1.4	-1.8
Clc1ccc(CSc2nnc(-c3sccc3-n3cccc3)o2)cc1	-16	-0.51	-0.27
COc1ccc(/C=N/NC(=O)Cn2nc(C)c([N+](=O)[O-])c2C)cc1	25	0.68	0.35
CS(=O)(=O)N1CCN(Cc2ccccc2C(F)(F)F)CC1	16	-0.34	-0.52
COc1cccc(/C=N/NC(=O)c2cc(-c3cccn3C)n[nH]2)c1	x	0.13	-0.77
